Cl transport mod = KCC2 (human) Cl- transport modulation; actives 2.2% (n = 190,000); KCC2 cells, thallium flux FluoZin-2 fluorescence; Q9H2X9; B-score of Tl+ flux slope (higher = more flux/activation; lower = inhibition) at 10 µM;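 active = thallium flux slope and its plate-corrected score both differing from the plate sample mean at a set confidence after two filtering rounds, in either direction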;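 note: slope of fluorescence scaled to starting intensity during 10 to 20 s after thallium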
L929 necroptosis = blocks zVAD induced death of L929 cells | L929 zVAD necroptosis rescue, ATP luminescence, 24 h; with zVAD 60 µM | viability rescue, % at 10 µM | actives 0.38% (n = 220,000) | AID 1377;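 active = activation, scaled between plate controls, above about 75%, limit read from the data; inactive = activation under that limit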;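 note: 0% = zVAD with DMSO and 100% = DMSO alone without zVAD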
TNF necrop inh = blocks TNF-alpha induced death of Jurkat FADD-/- cells; Jurkat FADD-/- TNF necroptosis rescue, ATP luminescence, 24 h; 0 = TNF only, 100 = no-TNF cells; activation (protection from cell death), % at 10 µM; actives 0.068% (n = 220,000);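 active = activation, meaning protection from cell death, of at least 50% relative to plate controls; inactive = activation below 50%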;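 note: necroptosis triggered by 40 ng/mL TNF-alpha added together with compound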
FXIa inh = inhibitors of human coagulation factor XIa; P03951; purified FXIa, Boc-Glu-Ala-Arg-AMC fluorogenic substrate; inhibition, % at 5 µM; actives 0.14% (n = 220,000);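 active = inhibition of at least 40%; inactive = inhibition below 40%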;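 note: fluorescence of freed AMC excited at 355 nm; 0% = enzyme without compound and 100% = no enzyme blank; many of its hits are not listed in these tables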
Rad51 HR inh = Rad51 (human) homologous recombination inhibition; hRad51 DNA strand exchange, fluorescence dequenching; inhibition, % at 10 µM; actives 0.085% (n = 200,000);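 active = inhibition above 40% at the single screening dose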;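 note: 0% = DMSO control wells and 100% = blanks with heterologous ssDNA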
Target sequence (Q06609 whole entry, looked up): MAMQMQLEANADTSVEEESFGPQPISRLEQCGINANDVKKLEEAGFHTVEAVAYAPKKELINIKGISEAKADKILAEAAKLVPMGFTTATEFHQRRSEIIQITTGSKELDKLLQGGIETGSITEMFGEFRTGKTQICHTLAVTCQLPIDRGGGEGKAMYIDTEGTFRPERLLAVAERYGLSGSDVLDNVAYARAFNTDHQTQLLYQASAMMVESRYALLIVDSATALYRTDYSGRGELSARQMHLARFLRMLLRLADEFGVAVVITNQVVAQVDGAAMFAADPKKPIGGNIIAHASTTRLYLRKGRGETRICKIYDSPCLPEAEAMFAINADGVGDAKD
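System: human Rad51 nucleoprotein filaments preassembled on unlabelled ssDNA. Reagent: labelled 47-mer dsDNA for strand exchange. Schedule: 30-min compound preincubation and 15-min exchange, both room temperature. Measured by: FRET fluorescence dequenching, excitation 485 nm, emission 520 nm. Read-out: Fluorescence-based percent inhibition, control- and blank-normalised. Benchmarks: plate controls and plate blanks.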
FXIIa inh 1536 = factor XIIa (human) inhibition; inhibition, % at 5 µM; actives 0.3% (n = 220,000); P00748; purified FXIIa, Boc-QGR-AMC fluorogenic substrate, 2 h; in the data active = inhibition above about 40%;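 note: 0% = enzyme with no compound and 100% = blank without enzyme; many of its hits are not listed in these tables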
Target sequence (P00748 20-372 limits assumed): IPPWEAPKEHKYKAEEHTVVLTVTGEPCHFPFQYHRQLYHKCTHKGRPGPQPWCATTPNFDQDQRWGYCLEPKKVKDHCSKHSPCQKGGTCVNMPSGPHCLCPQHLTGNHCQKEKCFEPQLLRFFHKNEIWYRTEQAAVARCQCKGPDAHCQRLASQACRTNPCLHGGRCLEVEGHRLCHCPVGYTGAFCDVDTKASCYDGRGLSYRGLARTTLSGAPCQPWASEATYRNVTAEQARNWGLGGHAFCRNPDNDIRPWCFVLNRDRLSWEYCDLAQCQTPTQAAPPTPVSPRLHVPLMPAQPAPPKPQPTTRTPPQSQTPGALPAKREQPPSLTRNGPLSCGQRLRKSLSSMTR
Target sequence (P00748 373-615 limits assumed): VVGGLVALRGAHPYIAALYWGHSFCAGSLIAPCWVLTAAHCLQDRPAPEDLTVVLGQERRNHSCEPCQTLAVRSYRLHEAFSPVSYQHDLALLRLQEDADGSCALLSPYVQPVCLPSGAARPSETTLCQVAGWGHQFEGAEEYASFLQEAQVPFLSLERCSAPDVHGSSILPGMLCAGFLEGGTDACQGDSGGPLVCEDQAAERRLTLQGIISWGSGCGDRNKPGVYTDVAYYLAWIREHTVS
Thrombin inh = thrombin (human) inhibition | P00734 | alpha-thrombin, Boc-VPR-AMC fluorogenic substrate cleavage | inhibition, % at 5 µM | actives 0.26% (n = 220,000) | AID 1046;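 active = inhibition at or above 40%; inactive = inhibition below 40%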;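 note: 0% = enzyme with no compound and 100% = wells without enzyme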
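System – human alpha-thrombin · Medium – pH 7.5 Tris (50 mM) with NaCl 150 mM, Tween 20 0.05% · Compound – single-point dosing at 5 µM, 0.2% DMSO · Incubation – enzyme reaction carried out at room temperature · Technique – fluorescence of released AMC, ex 355 nm, em 460 nm · Read-out basis – % inhibition of thrombin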
hK5 inh = inhibitors of human kallikrein 5; inhibition, % at 5 µM; Q9Y337; recombinant hK5, fluorogenic AMC substrate cleavage; AID 873; actives 0.59% (n = 210,000);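 active = inhibition of 40% or more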;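 note: 0% = enzyme controls without compound and 100% = no-enzyme blanks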
Hck Nef HTS = human Hck-Nef kinase inhibition; Recombinant Hck-YEEI plus Nef, Z-Lyte FRET kinase assay; inhibition, % at 20 µM; actives 0.68% (n = 220,000); AID 463187;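 active = Hck-Nef kinase inhibition above about 50%, limit read from the data; inactive = inhibition below that limit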;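 note: 0% = DMSO with Hck plus Nef and 100% = Hck alone without Nef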
* = called active by the depositor; · = no result given. A portion of the library. The share of hits here may be higher or lower than overall.

SMILES	Cl transport mod	L929 necroptosis	TNF necrop inh	FXIa inh	Rad51 HR inh	FXIIa inh 1536	Thrombin inh	hK5 inh	Hck Nef HTS
Cc1ccc(N2CC(C(=O)OCC(=O)C(C)(C)C)CC2=O)cc1C (stereo not drawn)	0.048	0.1	0.3	-4	4	15	5	-1	4
Cn1nc(-c2ccccc2)cc1NC(=O)c1cccs1	-0.59	1.7	4.7	2	-6	2	-8	-7	0
CCc1ccc(NC(=O)CSc2nc3cc(C(=O)OC)ccc3c(=O)n2CC2CCCO2)cc1 (stereo not drawn)	-0.6	-0.2	1.5	-5	-8	-14	-5	4	1
Cc1ccc(-n2nc3c4c(cccc4c2=O)-c2ccccc2-3)cc1	-0.56	0.1	-2.0	-13	-3	12	1	5	1
Cc1ccc2c(c1)N(CC(=O)N1CCCCCC1)C(=O)CO2	0.015	-0.2	0.6	2	3	8	6	-13	2
CCCSc1nc2c(cnn2-c2ccccc2)c(=O)n1N	-0.072	11	1.9	11	5	3	0	2	76*
O=C(CCS(=O)(=O)c1cccc2nonc12)NCc1ccc(Cl)cc1	-0.059	2.2	0.5	0	5	8	2	1	1
CN(c1ccccc1)c1nc(N)c([N+](=O)[O-])c(N2CCCCC2)n1	-2.9	0.1	-2.5	26	-4	12	-1	1	-3
Cc1cc2nsnc2c(S(=O)(=O)NCC(=O)O)c1C	·	0.4	-0.1	·	3	·	·	·	1
O=C(CCC(=O)N(CC(=O)NC1CCCCC1)Cc1ccccc1)Nc1ccccn1	-0.052	1.1	0.8	-5	-3	1	-2	-19	-1
Cc1sc2ncnc(Sc3ccccc3C(=O)Nc3ccccc3Cl)c2c1C	-0.036	0.2	2.0	5	9	14	-13	-5	0
CCCCC(=O)Nc1ccc(C(=O)N2CCC(C(=O)OCC)CC2)cc1	0.27	0.2	2.1	16	-4	22	-1	-5	-11
CN(C)C(=O)c1c(C(F)(F)F)nn(C)c1Cl	1	0.6	-3.0	-2	0	7	-4	0	-4
O=C(Nc1ccc(N2CCN(C(=O)c3ccc(Cl)cc3)CC2)cc1)c1cc2ccccc2o1	·	0.1	-3.7	-8	-1	-5	-5	20	2
C=CCN(CC=C)S(=O)(=O)c1ccc2nc(NC(=O)C(C)C)sc2c1	·	1.6	-8.4	1	-7	8	-6	-4	1
N#Cc1ccsc1NC(=O)CSc1ncnc2ccccc12	·	1.5	1.8	0	-6	16	1	-15	2
O=C(NCC1CCCO1)C(c1cccs1)N(Cc1ccccc1)C(=O)c1ccc(-c2ccccc2)[nH]1 (stereo not drawn)	-4	-0.4	-1.1	1	·	7	4	-4	-2
Cc1cnc(C(=O)Nc2ccc(N3CCN(C(=O)OC(C)(C)C)CC3)cc2)cn1	0.7	0.6	-7.3	0	6	2	-5	2	1
Cc1nn(CC(=O)NNC(=O)c2ccccc2F)c([N+](=O)[O-])c1Br	-0.15	0.7	3.6	-2	9	14	2	3	8
CCn1c(O)c(C=Nc2ccccc2)n(-c2ccccc2)c1=S	0.58	-0.1	-10.0	1	7	9	-3	-6	1
c1ccc2nc(-c3ccc(N4CCOCC4)cc3)ccc2c1	-0.49	1.2	-5.6	9	2	14	-6	-69	2
Cc1ccc(S(=O)(=O)NNC(=O)c2sc3nc(C)cc(C)c3c2-n2cccc2)cc1	·	0.4	-2.3	2	1	-1	-6	-17	0
Cc1cccc(C)c1Nc1nnc(SCC(=O)NCc2cccs2)s1	-0.67	1.3	2.3	0	1	12	-8	-13	3
CC(=O)n1nc(-c2cccnc2)nc1NCc1cccs1	0.7	71	1.7	1	-4	8	·	2	16
N/C(=N\OC(=O)c1ccc2c(c1)OCO2)c1ccc(Br)cc1	-0.64	0.5	-0.5	0	12	13	7	-3	21
CCC1C/C(=C/c2ccco2)C(=O)/C(=C/c2ccco2)C1 (stereo not drawn)	0.07	·	-14	6	-329	12	0	-12	62*
COCCn1c(SCC(=O)Nc2ccc3c(c2)CCC3)nc2ccccc2c1=O	0.12	0.9	3.6	4	2	3	-17	-15	5
O=C(CCN1CCOCC1)c1ccccc1	-0.23	0.1	0.7	8	14	17	1	-19	-1
O=C(Nc1nc(-c2ccccc2)cs1)C1CCCN(S(=O)(=O)c2ccccc2)C1 (stereo not drawn)	·	3.2	-9.5	-3	-13	6	-5	-2	0
Cc1nnc(SCC(=O)Nc2ccc(-c3nc4ccccc4s3)cc2)s1	-1.5	2.9	-3.1	8	7	10	-5	-13	6

As a working copy, part of the list above:
SMILES	Cl transport mod	L929 necroptosis	TNF necrop inh	FXIa inh	Rad51 HR inh	FXIIa inh 1536	Thrombin inh	hK5 inh	Hck Nef HTS
Cc1ccc(N2CC(C(=O)OCC(=O)C(C)(C)C)CC2=O)cc1C (stereo not drawn)	0.048	0.1	0.3	-4	4	15	5	-1	4
Cn1nc(-c2ccccc2)cc1NC(=O)c1cccs1	-0.59	1.7	4.7	2	-6	2	-8	-7	0
CCc1ccc(NC(=O)CSc2nc3cc(C(=O)OC)ccc3c(=O)n2CC2CCCO2)cc1 (stereo not drawn)	-0.6	-0.2	1.5	-5	-8	-14	-5	4	1
Cc1ccc(-n2nc3c4c(cccc4c2=O)-c2ccccc2-3)cc1	-0.56	0.1	-2.0	-13	-3	12	1	5	1

Quoted at random: 6 compounds from above.
SMILES	Cl transport mod	L929 necroptosis	TNF necrop inh	FXIa inh	Rad51 HR inh	FXIIa inh 1536	Thrombin inh	hK5 inh	Hck Nef HTS
O=C(Nc1nc(-c2ccccc2)cs1)C1CCCN(S(=O)(=O)c2ccccc2)C1 (stereo not drawn)	·	3.2	-9.5	-3	-13	6	-5	-2	0
Cc1ccc(S(=O)(=O)NNC(=O)c2sc3nc(C)cc(C)c3c2-n2cccc2)cc1	·	0.4	-2.3	2	1	-1	-6	-17	0
O=C(CCN1CCOCC1)c1ccccc1	-0.23	0.1	0.7	8	14	17	1	-19	-1
Cc1nnc(SCC(=O)Nc2ccc(-c3nc4ccccc4s3)cc2)s1	-1.5	2.9	-3.1	8	7	10	-5	-13	6
N/C(=N\OC(=O)c1ccc2c(c1)OCO2)c1ccc(Br)cc1	-0.64	0.5	-0.5	0	12	13	7	-3	21
CCC1C/C(=C/c2ccco2)C(=O)/C(=C/c2ccco2)C1 (stereo not drawn)	0.07	·	-14	6	-329	12	0	-12	62*

Next records:
SMILES	Cl transport mod	L929 necroptosis	TNF necrop inh	FXIa inh	Rad51 HR inh	FXIIa inh 1536	Thrombin inh	hK5 inh	Hck Nef HTS
CCC(C)n1c(-c2cccc(S(=O)(=O)N(CC)CC)c2)n[nH]c1=S (stereo not drawn)	-1.2	-0.4	0.4	2	·	11	1	·	7
Cc1ccc(N(CCCCN2C(=O)c3ccccc3C2=O)C(=O)c2cccs2)cc1	-0.044	-0.4	-5.5	1	2	20	0	-7	1
CC(C)(C)C1CCC(=NOC(=O)c2ccc(F)cc2)CC1 (stereo not drawn)	0.085	0.4	1.0	-5	-5	15	-18	0	18
CCOC(=O)/C=C/c1nc(C(=O)OCC)c(C)c(=O)[nH]1	·	-0.1	1.0	-4	17	1	-8	-2	6
O=C(N/N=C\c1cn[nH]c1-c1ccccc1)c1cccnc1	-1.3	0.0	0.9	0	0	11	-7	-4	-18
CCOc1ccc(-c2csc(/C(C#N)=C\c3ccc(O)c([N+](=O)[O-])c3)n2)cc1	-1.1	0.5	0.5	8	1	10	-3	-9	19
Cc1cc(Nc2ccccc2)n(-c2ccc(Br)cc2)n1	-0.92	-0.2	-1.1	9	-3	13	8	16	2
CSc1nc2ccc3nc(NC(=O)c4ccc(C)cc4)sc3c2s1	1.2	1.9	3.0	23	·	26	-1	-18	1
CCOc1ccc2[nH]cc(S(=O)(=O)c3ccc(Cl)cc3)c(=O)c2c1	0.057	0.6	0.6	1	-2	3	-3	10	16
Cn1c(=O)c2c(nc(N3CCCCC3)n2CCCNC2=NCCCC2)n(C)c1=O	-0.18	0.9	0.7	3	·	13	3	4	-5
O=C(/C=C/c1ccco1)Nc1ccc(-c2nc3ccccc3[nH]2)cc1	-0.75	-0.6	-7.8	10	-13	16	-1	-16	12
CCOC(=O)C1(Cc2ccc(OC)cc2)CCN(C(=O)CN2CCCCC2=O)CC1	1.2	0.3	-0.5	1	-1	7	-1	·	-17
Brc1ccc(OCc2nnc(SCC3CCCCC3)o2)cc1	-0.044	-0.1	0.5	-5	·	4	0	-6	-2
CC(C)(C)c1ccc(C(=O)NCC(=O)OCC(=O)c2ccc3c(c2)-c2ccccc2C3)cc1	1.4	·	-1.1	8	-26	16	-1	-10	7
CCOC(=O)C1CCN(C(=O)c2cc(S(=O)(=O)N3CCOCC3)c(Cl)cc2Cl)CC1	-0.15	-0.5	-2.2	-7	-7	6	-3	-8	1
CC(=O)N1CCN(CC(=O)Nc2c(Cl)cc(Cl)cc2Cl)CC1	1.7	0.5	1.1	7	-1	9	4	-2	-6
Cc1cc(C)n(-c2ccc(Cl)c(Cl)c2)n1	-0.29	4.0	0.9	-2	2	8	-6	-1	16
COc1ccc(NS(=O)(=O)c2cc(OC)ccc2NC(=O)c2cc(C)oc2C)cc1	0.25	0.3	-14	-1	-1	7	0	4	0
CN(C)S(=O)(=O)c1ccc(N2CCCC2)c(C(=O)Nc2nc3c(ccc4ccccc43)s2)c1	-0.47	2.4	3.5	1	-1	2	-12	-19	1
Cc1cc(C)nc(-n2nc(C)cc2NC(=O)c2ccc(S(=O)(=O)N3CCOCC3)cc2)n1	·	-1.0	1.6	0	7	2	-4	-1	8
c1ccc(-n2ncc3c(N4CCN(c5ccccn5)CC4)nc(N4CCCCCC4)nc32)cc1	0.12	-0.3	0.0	-10	-2	-7	3	-29	0
N#Cc1c(C(F)(F)F)cc(=O)[nH]c1SCC(=O)O	1.2	1.1	0.2	-6	0	3	-11	-4	-15
Cc1cccc(-n2nnnc2SCc2csc(-c3ccccc3)n2)c1	-0.00053	-0.1	-0.3	11	0	16	4	-4	1
O=S(=O)(NC1CC1)c1ccc(S(=O)(=O)N2CCN3CCCC3C2)cc1 (stereo not drawn)	1.1	0.0	-2.1	-31	1	14	1	-21	3
O=C(OCC(=O)N1CCN(C(=O)c2ccco2)CC1)c1cc(-c2ccc(F)cc2)nc2ccccc12	-2.1	0.3	-8.4	-6	-2	6	-6	-3	3
CCOC(=O)C1=C(C)Nc2sc(C(=O)c3ccc(Br)cc3)c(N)c2C1c1ccc(C(=O)OC)cc1 (stereo not drawn)	0.081	-0.1	1.1	1	6	-3	-19	-1	10
CN(C)C(/C=C/Nc1ccc(F)cc1F)=C(C#N)C#N	0.68	-0.1	-1.6	3	-10	17	-1	-8	1
COc1ccc(/C=N/NC(=O)c2ccc(N)cc2)cc1Cn1cc([N+](=O)[O-])cn1	-0.52	1.6	-2.8	0	-22	4	0	·	-10
COc1ccc(NC(C)=O)cc1S(=O)(=O)Nc1ccc(C(=O)N2CCCC2)cc1	-0.25	0.9	1.7	0	-31	3	2	-1	-1
CN1CCN(S(=O)(=O)c2ccc(Cc3ccc(S(=O)(=O)N4CCN(C)CC4)cc3)cc2)CC1	0.074	-0.6	-2.8	-1	-4	-4	2	-10	0
O=C(CSc1nc2ccccc2n1CCc1ccccc1)c1ccc(O)c(O)c1	7.8*	0.3	-4.9	2	·	4	1	-8	189*

Screening results (PubChem)
